Ba/F3 V617F tox: lowers viability of Ba/F3 cells expressing EpoR and JAK2V617F. 220,000 compounds, 1.1% hits. ATP luminescence. inhibition, % at 5.6 µM;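 active = inhibition above the campaign mean plus 3 SD over all tested compounds, cut at about 24% in these data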;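 note: cytokine-independent growth of Ba/F3 cells driven by EpoR plus mutant JAK2; 0% = DMSO-treated cells and 100% = JAK inhibitor I control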
PPC-1+TRAIL kill: compounds killing PPC-1 cancer cells with TRAIL present (potentiator screen, no TRAIL-free arm) | AID 1443 | PPC-1 cells + TRAIL, ATPLite viability luminescence | cell killing (% activity), % at 4 µM | 220,000 compounds, 0.41% hits;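 active = cell killing above 50% in the first pass at 4 µM, then a duplicate retest at 5 µM averaging 50% or more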;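 note: plate controls were cells with TRAIL plus DMSO for no effect and medium-only wells lacking cells for full effect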
CHOP inhibitor: blocks CHOP induction under ER stress. CHO-K1 CHOP-promoter luciferase, tunicamycin-induced, 15-18 h. inhibition, % at 10 µM. 220,000 compounds, 3.8% hits;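 active = compounds that reduced the stress-induced luciferase reporter signal by more than about 70% of percent inhibition, limit read from the data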;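 note: 0% = tunicamycin plus vehicle and 100% = wells without tunicamycin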
TRPML3 agonist: agonists of human TRPML3 channel | Q8TDD5 | HEK293 TRPML3-YFP, Fluo-8 calcium fluorescence; 100% = the carbachol control signal | activation, % at 3 µM | 220,000 compounds, 0.29% hits | AID 1448;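 active = activation above its plate's cutoff, the mean activation of the plate's test wells plus 3 SD, cut at about 12% in these data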;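 note: 0% = DMSO only wells and 100% = carbachol wells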
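Material: HEK293 cells stably carrying human TRPML3-YFP; compound dosing: single dose, 3 µM final nominal compound, 0.3% DMSO final; incubation: 1-h 37 °C dye load, 5-s basal, 120-s post-compound reads; technique: Fluo-8 intracellular calcium fluorescence, excitation 470-495 nm, emission 515-575 nm; read-out basis: percent activation from peak-to-basal fluorescence ratio, scaled between DMSO and carbachol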
RBBP9 inh: blocks human serine hydrolase RBBP9; O75884; recombinant RBBP9, FP-Rh probe fluorescence polarization; inhibition, % at 7.94 µM; 220,000 compounds, 0.2% hits; AID 1515;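 active = inhibition above the campaign mean of all tested compounds plus 3 SD, cut at about 14% in these data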;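 note: plate controls were DMSO wells with RBBP9 for no effect and wells lacking RBBP9 protein for full effect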
Target sequence (O75884 whole entry, looked up): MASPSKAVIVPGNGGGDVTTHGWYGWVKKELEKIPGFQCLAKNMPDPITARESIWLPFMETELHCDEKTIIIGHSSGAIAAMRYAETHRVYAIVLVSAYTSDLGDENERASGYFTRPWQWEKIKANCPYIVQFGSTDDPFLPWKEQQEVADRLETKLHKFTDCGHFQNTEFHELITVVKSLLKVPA
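Controls: DMSO-treated enzyme wells and wells lacking RBBP9 | Material: RBBP9 protein | Technique: Fluorescence polarization | Replication: Single well per compound, no replicates | Buffer or medium: Tris-NaCl-Pluronic buffer, pH 8.0 | Timing: 30 min compound preincubation, 45 min probe labeling, 25 °C | Read-out basis: Percent inhibition from mP, scaled between DMSO and no-protein wells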
BaF3 tox: reduces parental Ba/F3 cell viability, JAK2V617F counter-screen | CellTiter-Glo ATP luminescence | inhibition, % at 5.6 µM | 220,000 compounds, 1.1% hits | AID 1486;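 active = inhibition above a per-campaign cutoff, the mean inhibition of all tested compounds plus 3 SD, cut at about 27% in these data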;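 note: 0% = DMSO wells and 100% = JAK Inhibitor I control wells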
TRPN1 ag: zebrafish TRPN1 (NompC) channel agonism; HEK293 zebrafish TRPN1-YFP, Fluo-8 calcium fluorescence; 100% = response to 87 µM carbachol; activation, % at 3 µM; 220,000 compounds, 0.18% hits;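 active = activation above its plate's cutoff, the mean activation of test wells on that plate plus 3 SD, cut at about 19% in these data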;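 note: 0% = DMSO alone and 100% = 87 µM carbachol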
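Control set: carbachol 87 µM as high control, DMSO as low control; system: HEK293 stable line with zebrafish TRPN1-YFP; read-out: % activation versus carbachol response; detection: intracellular calcium fluorescence with Fluo-8; doses: single test compound dose, 3 µM nominal, 0.3% DMSO; schedule: dye 1 h 37 °C plus 30 min RT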
TNF necrop inh: TNF-alpha cell death inhibition in Jurkat FADD-/- cells; Jurkat FADD-/- TNF necroptosis rescue, ATP luminescence, 24 h; 0 = TNF only, 100 = no-TNF cells; activation (protection from cell death), % at 10 µM; 220,000 compounds, 0.068% hits; AID 463075;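 active = activation, meaning protection from cell death, of at least 50% relative to plate controls; inactive = activation below 50%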;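 note: necroptosis triggered by 40 ng/mL TNF-alpha added together with compound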
Wee1 degr inh: inhibitors of human Wee1 degradation; P30291; HeLa Luc-Wee1K328M stability, luciferase luminescence; 100% = proteasome inhibitor MG132 effect; reporter increase, % at 5 µM; 220,000 compounds, 1.2% hits; AID 1321;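 active = activation above the mean of all tested compounds plus 3 SD, set per screening run, cut at about 8.8% in these data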;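 note: cells exposed to compound for 20 h before luminescence read; 0% = DMSO alone and 100% = MG132 at 30 µM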
Target sequence (P30291 whole entry K328M): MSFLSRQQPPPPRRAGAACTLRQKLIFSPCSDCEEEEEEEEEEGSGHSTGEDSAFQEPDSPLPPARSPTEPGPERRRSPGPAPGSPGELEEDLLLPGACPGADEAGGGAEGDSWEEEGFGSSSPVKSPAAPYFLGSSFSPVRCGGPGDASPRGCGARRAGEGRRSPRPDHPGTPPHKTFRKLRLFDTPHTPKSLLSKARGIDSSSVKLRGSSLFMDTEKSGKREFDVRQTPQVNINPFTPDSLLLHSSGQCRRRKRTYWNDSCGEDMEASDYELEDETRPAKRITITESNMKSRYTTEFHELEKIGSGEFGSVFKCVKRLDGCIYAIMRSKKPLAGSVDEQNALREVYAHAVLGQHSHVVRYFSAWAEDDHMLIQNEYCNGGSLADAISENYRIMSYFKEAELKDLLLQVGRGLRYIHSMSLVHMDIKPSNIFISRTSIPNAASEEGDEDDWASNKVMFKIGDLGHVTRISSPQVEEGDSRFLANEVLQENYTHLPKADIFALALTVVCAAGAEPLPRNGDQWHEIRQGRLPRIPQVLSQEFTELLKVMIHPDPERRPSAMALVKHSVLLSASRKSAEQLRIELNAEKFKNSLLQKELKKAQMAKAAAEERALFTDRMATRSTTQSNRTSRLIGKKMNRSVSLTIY
The depositor's hits bear a star; / = not tested or not shown; [ ] = remark or other dose. Hits appear at their usual frequency; 6.8% or so of the library scored in one or more.

SMILES	Ba/F3 V617F tox	PPC-1+TRAIL kill	CHOP inhibitor	TRPML3 agonist	RBBP9 inh	BaF3 tox	TRPN1 ag	TNF necrop inh	Wee1 degr inh
Cc1noc(C)c1S(=O)(=O)N1CCN(C(c2ccccc2)c2ccc(Cl)cc2)CC1 (configuration not stated)	-3	-10	35	0.1	1	-1	-0.6	3.2	-2
CCCCCCCn1c2c(c(=N)c3c1CCC3)CCCC2	100*	31[5 µM]	62	0.3	2	88*	0.2	-12	-3
CCCN1C(=O)/C(=C/c2c(N3CCNC(=O)C3CC(=O)OC)nc3c(C)cccn3c2=O)SC1=S (configuration not stated)	0	0	9	10	-8	4	31*	-14	6
COc1ccc(N(C(=O)CCl)C(C)(C(=O)Nc2c(C)cccc2C)c2ccccn2)cc1 (configuration not stated)	-2	22	0	1.0	-10	2	1.4	2.4	-2
COc1ccc(Cc2nc3c4c(ncn3n2)Oc2c(ccc3ccccc23)C4c2ccc(OC)c(OC)c2)cc1 (configuration not stated)	2	-4	14	0.5	2	6	-0.1	-0.4	-2
CCCCC(CC)C(=O)Nc1ccccc1C(=O)NC(C)C (configuration not stated)	-5	-5	55	0.4	0	0	-0.5	-0.5	-2
COC(=O)c1onc(C(=O)c2ccccc2)c1C(=O)OC	-2	-12	19	0.1	0	0	-0.9	-1.7	-3
O=C(O)C1Sc2[nH]c(=O)sc2C2c3cc(Br)ccc3OC(=O)C12 (configuration not stated)	-6	-1	7	4.0	-6	-1	6.2	5.0	-3
CC1=CC(C)(C)N(C(=O)CCl)c2ccccc21	2	11	-17	1.4	1	-2	-1.4	3.3	5
CC(C)(C)c1cc(C(=O)NN)n(Cc2ccc(F)cc2)n1	2	-1	-2	0.6	-17	-3	-1.1	2.8	5
CCOc1cc(/C=C(/C#N)c2nc3ccccc3[nH]2)ccc1OCc1ccc(C(=O)O)o1	-1	8	8	-0.1	-4	2	1.2	1.2	-3
Cc1cc(N(CC(=O)NC2CC2)S(C)(=O)=O)ccc1Br	-1	23	21	0.4	-11	4	1.2	2.7	-1

Overlap with the part before: 2 compounds, then new ones.
SMILES	Ba/F3 V617F tox	PPC-1+TRAIL kill	CHOP inhibitor	TRPML3 agonist	RBBP9 inh	BaF3 tox	TRPN1 ag	TNF necrop inh	Wee1 degr inh
CCOc1cc(/C=C(/C#N)c2nc3ccccc3[nH]2)ccc1OCc1ccc(C(=O)O)o1	-1	8	8	-0.1	-4	2	1.2	1.2	-3
Cc1cc(N(CC(=O)NC2CC2)S(C)(=O)=O)ccc1Br	-1	23	21	0.4	-11	4	1.2	2.7	-1
Cc1cccc(N2CCN(C(=O)c3c(C)nn(Cc4ccccc4Cl)c3C)CC2)c1C	-3	26	103*	0.5	-7	1	0.5	-8.5	-3
COc1ccc(NC(=O)c2c(C(F)(F)F)nn(C)c2Cl)cc1	0	4	4	0.4	-6	9	0.7	0.6	0
COc1cccc(CN(C)CC(=O)NCc2ccccc2Cl)c1	-1	18	1	-0.8	-6	5	-2.4	2.5	0
C=CCNC(=O)/C(C#N)=C/c1c(C)nn(-c2ccc(Cl)cc2)c1Cl	0	9	31	-0.7	-13	4	1.7	-2.3	-1
O=C(COC(=O)c1cc[n+]([O-])cc1)NCCc1ccc(Cl)cc1Cl	0	0	12	0.7	3	7	-1.2	1.1	1
CCc1ccc(-c2nc(C(N)=O)c3[nH]c(=O)n(-c4ccccc4OC)c3n2)cc1	2	-5	72*	-0.1	0	10	0.2	-9.3	-3
COc1ccc(OC)c(-c2cc(C(=O)NCc3ccc(Cl)cc3)no2)c1	0	10	10	0.9	-3	-1	0.9	-0.1	3
COCCCNC(=O)CS(=O)Cc1nc(-c2cccc(OC)c2)oc1C (configuration not stated)	-1	-3	37	-0.5	7	5	-0.2	0.2	7
COc1ccc(NC(=O)C2Cc3ccccc3CN2C(=O)c2ccccc2)cn1 (configuration not stated)	-1	0	-6	0.0	1	3	2.0	-2.0	3
FC(F)(F)COc1ccc(-c2nnc(SCc3c(Cl)cccc3Cl)o2)cn1	-5	4	-9	0.5	-8	0	0.4	2.3	-3
Cc1ccc(Nc2nc(N3CCOCC3)nc(N3CCOCC3)n2)cc1	1	6	-2	-0.9	-5	2	0.3	0.8	-2
CC(C)(C)CN1CCNC(=O)C1CC(=O)N1CCN(c2ccccc2)CC1 (configuration not stated)	3	-10	5	-0.8	-1	0	3.7	-1.2	1
CCCNC1=C(C)C(=O)CC1	-1	7	3	0.7	-5	2	0.4	0.1	1
COCCNC(=O)COc1ccc(C)cc1C	-4	-4	34	0.0	-8	5	1.2	1.3	6
COc1ccc(N2CCN(C(CNS(C)(=O)=O)c3ccco3)CC2)cc1 (configuration not stated)	-4	30	-4	0.7	0	0	0.8	0.4	1
CC(C)(C)[C@H]1C=C(C(=O)N2CCN(Cc3ccccc3)CC2)O[C@@H](OCCCCO)C1	-3	5	5	-0.3	-6	0	-1.3	1.1	-2
CCNS(=O)(=O)c1ccc(NC(=O)c2cccnc2)cc1	-1	-4	-10	1.2	-9	6	-1.1	0.6	0
CCC(C)(C(=O)NC1CCCCC1)N(CC1CCCO1)C(=O)Cc1cccs1 (configuration not stated)	2	-1	10	0.7	-7	10	0.4	0.7	0
COC(=O)c1ccc(Oc2c(F)c(F)nc(N3CCOCC3)c2F)cc1	2	/	28	1.2	-9	3	1.7	-0.7	-4
CCN(C(=O)CCN1C(=O)c2ccccc2C1=O)C1CCCCC1	0	12	-23	0.8	-7	0	1.7	-2.5	-4
COc1ccc(CNc2nc(NCc3ccc(OC)c(OC)c3)n(C(=O)c3cccs3)n2)cc1OC	0	2	21	-0.1	-10	2	1.6	0.6	1
O=C(CCc1ccc(CCC(=O)c2cccs2)s1)c1cccs1	1	-7	13	-0.1	-1	10	0.3	1.4	-1
COC(=O)c1[nH]c2cc(OC)ccc2c1NC(=O)CCN1CCN(Cc2ccc3c(c2)OCO3)CC1	-3	24	24	-0.4	-5	1	-1.1	1.4	1
CCN(CC)C(=O)C(=O)N/N=C/c1ccc(Cl)cc1Cl	-3	4	27	0.0	-11	5	-0.1	1.1	4
CC1CN(CCCOc2ccccc2-c2ccccc2)CC(C)O1 (configuration not stated)	3	13	-19	-0.1	2	8	-1.6	0.5	1
Cc1cc[n+](-c2[nH]c(=O)sc2/C=N/N=C(\[O-])CCn2c3ccccc3c3ccccc32)cc1	1	6	13	0.3	-8	0	-0.4	0.8	7
Cn1c(/C(C#N)=C/Nc2ccccn2)nc2ccccc21	1	15	-35	-0.6	-3	6	-0.6	-2.9	1
Cc1ccc2nc(/N=C(\N)NC(=O)N3c4ccccc4Sc4ccccc43)nc(C)c2c1	0	17	31	1.1	-5	6	0.3	0.2	-3
C=CCNC(=O)C1=NOC(CNC(=O)c2c(-c3ccccc3Cl)noc2C)C1 (configuration not stated)	4	4	42	0.4	-10	3	0.1	-3.2	-1
O=c1[nH]c(/C=C/c2ccccc2[N+](=O)[O-])nc2ccccc12	0	-2	82*	0.7	-7	7	0.8	1.6	0
CCc1ccccc1NC(=O)CSc1nc2ccccc2n1CC(=O)N1CCCC1	-2	0	22	0.1	-8	-1	2.1	0.6	1
COc1cccc2c(=O)ccoc12	-3	14	-3	0.7	5	0	0.7	-0.4	-1
Cc1ccc2cc(/C=N/NC(=O)c3ccc(F)cc3)c(Cl)nc2c1	-2	/	-51	1.3	-2	11	-0.3	1.3	-1
CC(CCc1ccccc1)NC(=O)c1ccc(NC(=O)c2ccc(Cl)cc2Cl)cc1 (configuration not stated)	-2	14	63	0.6	-3	1	0.4	0.6	-2
CSCc1cc(N2CCOCC2)nc(SCc2ccc(Cl)c(Cl)c2)n1	0	15	50	0.8	-8	2	0.4	-3.2	-2
Oc1c(C(c2ccccn2)N2CCOCC2)ccc2cccnc12 (configuration not stated)	4	23	-204	0.3	-7	2	0.4	-0.5	0
OCCCn1c(-c2ccccc2)n[nH]c1=S	-4	-3	-3	0.6	-4	-2	0.2	-1.0	2
Cc1nc(SCC(=O)Nc2nc3ccccc3s2)c(C#N)c(C)c1C	1	96*[5 µM]	102*	-0.1	0	9	0.4	8.2	-5
Cc1cc(=O)oc2cc(OCC(=O)OCC(=O)Nc3ccccc3C(C)C)ccc12	-3	8	-5	0.6	-8	0	0.3	2.7	-2
N#CCC(=O)N/N=C/c1ccc(OCC(=O)Nc2ccc(F)cc2)cc1	1	24	-7	0.9	-19	8	0.2	0.7	-1
O=C(CNC(=O)c1cccc(F)c1)OCc1cc(=O)n2cc(Br)ccc2n1	-3	10	24	0.4	-5	0	0.6	1.7	-1
CCOC(=O)N1CCN(C(=O)COc2ccc3c(c2)C(=O)CC2(CCN(C(C)=O)CC2)O3)CC1	3	15	-28	0.8	-8	0	1.9	-0.8	-1
O=C(Nc1ccc(Oc2c(F)c(F)c(F)c(F)c2F)cc1)OC1CCN2Cc3ccccc3N=C12 (configuration not stated)	-2	-17	100*	0.9	-7	-6	2.3	-14	1
COCCN(C(=O)C(=O)NC1CCCC1)C(C(=O)NC1CCCC1)c1ccccc1F (configuration not stated)	-2	10	1	0.3	-6	3	0.3	0.3	2
Cc1ccc2c(c1)sc(C)[n+]2CCCS(=O)(=O)[O-]	2	11	-15	1.4	-6	10	0.4	-0.5	-3
CC(=O)NC1C(=O)N(CCc2ccccc2)c2ccc(Br)cc21 (configuration not stated)	-1	7	37	0.7	4	3	-1.0	0.8	2
Cc1ccccc1CC1(CO)CCCN(Cc2cn[nH]c2-c2ccccc2)C1 (configuration not stated)	-2	19	25	1.0	6	-2	-1.1	4.2	-1
CCOC(=O)N1CCN(CC(O)COc2c(OC)cccc2OC)CC1 (configuration not stated)	-6	4	20	0.7	-6	-1	1.2	-1.7	-1
CCOC(=O)C1CCN(Cc2cnc(NC(=O)OC)s2)CC1	-1	21	32	0.2	12	-1	-0.3	4.2	-3
Cc1cc(C)cc(OCC(=O)NCc2nc(-c3ccccc3)no2)c1	0	17	-11	-1.1	-6	5	-2.6	-1.1	0
CCOC(=O)c1nn(-c2ccccc2)c(=O)cc1SC1CCCCC1	-1	6	21	0.8	-2	3	-1.7	0.4	1
CC1CCCCC1NC(=O)CN1C(=O)c2cccc(N)c2C1=O (configuration not stated)	-2	3	-4	0.6	2	2	0.2	0.2	-1

From PubChem BioAssay
